Bioassay records (PubChem)
CBFb RUNX1 block = qHTS Assay for Compounds Blocking the Interaction Between CBF-beta and RUNX1 for the Treatment of Acute Myeloid Leukemia | Runt-related transcription factor 1 (Homo sapiens) + Core-binding factor subunit beta … | AlphaScreen CBFb-His/RUNX1-biotin binding, biochemical | Potency, µM (highest dose often 59.8 µM), for the others: at the top dose activity, negative = inhibition, hits mostly inhibitors | 230,000 tested, under 10 active; further: % of control where 0% means no effect
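Proteins preincubated together for 20 min at RT before compound addition; 15 min later, nickel and streptavidin beads were added and left 90 min prior to AlphaScreen measurement.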
Luc counter = Counterscreen for Luciferase (Kinase-Glo TM) Inhibition; AID 1379, 2008; actives 0.28% (n = 200,000); Kinase-Glo luciferase, ATP luminescence, 8 min; Potency, µM (doses to about 38.3 µM), without a hit: top-dose activity change, negative = inhibition, usual class: inhibitors; further: potency means the concentration at half of the fitted maximal effect; on the % scale 0 is the no-effect control and ±100 the full control effect; nearly all actives have a fitted effect of over 60% in size
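Substrate mix (final 50 mM imidazole pH 7.2, 50 mM KCl, 7 mM MgCl2, 10 uM ATP, 0.01% Tween 20, 0.05% BSA) plus pin-tool compound, then Kinase-Glo detection mix; 8 min ambient, luminescence read.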
HTT aggregate = qHTS Multiplex Assay to Identify Dual Action Probes in a Cell Model of Huntington: Aggregate Formation (GFP) | PC12 HttQ103-GFP aggregates, Acumen cytometry, 40 h | Potency, µM (top dose mostly 46.1 µM), for the others: top-dose activity change, negative = inhibition, hits mostly inhibitors | actives 1.1% (n = 220,000) | AID 1688, 2009; further: potency means the concentration at half of the fitted maximal effect; on the % scale 0 is the no-effect control and ±100 the full control effect; nearly all actives have a fitted effect of over 60% in size
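Aggregate formation scored by laser-scanning cytometer (488 excitation, 500–530 emission) in lysed PC12 cells expressing Q103-GFP after 100 nM tebufenozide induction; library tested in dose series, with ATPLite reagent added in the multiplex.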
IMPase Li cell = qHTS Assay for Identifying the Cell-Membrane Permeable IMPase Inhibitors: Potentiation with Lithium; CHO-M1 cells, IP1 TR-FRET (IP-One), carbachol + lithium; Potency, µM (top dose mostly 59.4 µM), without a hit: at the highest dose activity, negative = IMPase inhibition, most hits filed as inhibitors; actives 0.35% (n = 210,000);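 further: IP1 builds up when IMPase is blocked and the TR-FRET signal falls; potency means the concentration at half of the fitted maximal effect; plate controls were basal vehicle for no effect and high inhibitor control for full effect; nearly all actives have a fitted effect of over 50% in size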
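Steps: plate 2000 CHO-M1 cells per well and culture 16–30 h; add compound and lithium; incubate 30 min, 37C; add d2-IP1 tracer and Eu cryptate anti-IP1 antibody in lysis buffer; read after 10 min at room temperature.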
Epigenetic reg = Quantitative High-Throughput Screen for Regulators of Epigenetic Control. murine LDR cells, GFP reporter derepression, 30 h. Potency, µM (top dose mostly 53.9 µM), for the others: at the top dose GFP activation, most hits filed as activators. actives 0.2% (n = 280,000). AID 1865, 2009; further: potency means the concentration at half of the fitted maximal effect; % of control where 0% means no effect; nearly all actives have a fitted effect of over 60% in size
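Derepression of a silenced CMV-GFP reporter in murine LDR cells is scored by enumerating GFP-positive cells with a laser-scanning microplate cytometer after 30 hours of treatment at 37 C.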
NPSR antag = qHTS Assay for Antagonists of the Neuropeptide S Receptor: cAMP Signal Transduction; Q6W5P4; CHO-NPSR cells, cAMP TR-FRET, antagonist mode; Potency, µM (top dose mostly 38.3 µM), for inactives: at the highest dose activity change, negative = inhibition, hits mostly inhibitors; actives 1% (n = 220,000); further: potency means the concentration at half of the fitted maximal effect; on the % scale 0 is the no-effect control and ±100 the full control effect; nearly all actives have a fitted effect of over 50% in size; many of its hits are not listed in these tables
L3MBTL1 inh = qHTS Assay for the Inhibitors of L3MBTL1; Lethal(3)malignant brain tumor-like protein 1 (Homo sapiens), Q9Y468; AlphaScreen L3MBTL1–H3K9me1 peptide binding; Potency, µM (doses to about 57.1 µM), for the others: at the highest dose activity, negative = inhibition, most hits filed as inhibitors; actives 0.66% (n = 230,000); further: potency means the concentration at half of the fitted maximal effect; on the % scale 0 is the no-effect control and ±100 the full control effect; nearly all actives have a fitted effect of over 60% in size
Target sequence (Q9Y468 whole entry, looked up): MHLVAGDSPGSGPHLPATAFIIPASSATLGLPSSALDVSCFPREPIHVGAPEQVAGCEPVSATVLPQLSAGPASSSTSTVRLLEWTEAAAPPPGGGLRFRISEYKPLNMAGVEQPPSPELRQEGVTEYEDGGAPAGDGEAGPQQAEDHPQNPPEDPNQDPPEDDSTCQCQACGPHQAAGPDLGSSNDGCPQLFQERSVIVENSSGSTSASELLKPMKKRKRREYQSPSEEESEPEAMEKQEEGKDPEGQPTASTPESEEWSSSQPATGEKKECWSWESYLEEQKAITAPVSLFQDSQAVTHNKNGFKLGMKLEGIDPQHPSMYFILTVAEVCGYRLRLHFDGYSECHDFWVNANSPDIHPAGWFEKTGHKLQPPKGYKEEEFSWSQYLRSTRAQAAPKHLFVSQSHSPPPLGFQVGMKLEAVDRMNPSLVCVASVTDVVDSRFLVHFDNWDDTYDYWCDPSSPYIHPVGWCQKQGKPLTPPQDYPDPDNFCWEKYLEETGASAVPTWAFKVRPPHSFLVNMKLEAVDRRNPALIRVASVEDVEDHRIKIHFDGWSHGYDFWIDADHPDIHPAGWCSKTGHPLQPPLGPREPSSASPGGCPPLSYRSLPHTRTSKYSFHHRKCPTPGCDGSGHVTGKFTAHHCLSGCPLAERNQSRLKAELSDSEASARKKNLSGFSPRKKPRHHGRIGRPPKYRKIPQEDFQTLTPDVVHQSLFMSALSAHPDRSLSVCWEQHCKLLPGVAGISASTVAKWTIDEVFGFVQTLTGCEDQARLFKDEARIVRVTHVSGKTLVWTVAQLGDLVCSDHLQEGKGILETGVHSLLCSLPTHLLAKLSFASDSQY
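AlphaScreen assay: L3MBTL1 (50 nM final) was preincubated 30 min at room temperature with biotinylated H3(1-15)K9me1 peptide (75 nM final), then 30 min with library compounds; streptavidin donor and nickel chelate acceptor beads (10 ug/mL final) added, 30 min dark.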
An asterisk follows results filed as active; [ ] = dose if it differs, or a comment. The call rests on the fitted dose curve; in most records, active means well fitted curve in the direction sought with a large enough effect; inconclusive means small, poorly fitted or top-dose-only effect, or another doubt; inactive means no such curve, though single readings can be large; an effect the other way counts as inactive or inconclusive. These rows are one share of the data; the hit share may differ from the screen's.

For COc1ccc(/C(O)=C2/C(=O)C(=O)N(c3ncccn3)C2c2ccc(OC)c(OC)c2)cc1 (stereo unspecified) the results were CBFb RUNX1 block 4%, Luc counter 1%, HTT aggregate inconclusive, IMPase Li cell 7%[38.3 µM], Epigenetic reg -2.1%, NPSR antag 0%[46.1 µM] and L3MBTL1 inh -18%[11.4 µM].
COc1cc(C2=NOC(C(=O)Nc3cccnc3)C2)cc(OC)c1OC (stereo unspecified) was read as CBFb RUNX1 block 5%, Luc counter 1%, HTT aggregate -5%, IMPase Li cell -8%, Epigenetic reg -2.8% and NPSR antag 7%.
COc1ccc2[nH]cc(CCNc3nc(-c4ccoc4)nc4ccccc34)c2c1 was read as Luc counter 1%, IMPase Li cell 11% and Epigenetic reg -1.4%.
For Cn1ncc(Cl)c1C(=O)NC(=S)Nc1sc2c(c1C#N)CCCCC2 the results were CBFb RUNX1 block -1%, Luc counter 0%, HTT aggregate 5%, IMPase Li cell -15%[38.3 µM], Epigenetic reg -1.1%, NPSR antag -6%[46.1 µM] and L3MBTL1 inh -6%.
`O=C(COc1ccc(F)cc1)OCCN1CCOCC1` gave CBFb RUNX1 block 7%, Luc counter -5%, HTT aggregate 14%, IMPase Li cell -26%[38.3 µM], Epigenetic reg -2.5% and NPSR antag -1%[46.1 µM].
COc1ccccc1-n1c(SCC(=O)Nc2cc(C)on2)nc2c(c1=O)SCC2 was read as CBFb RUNX1 block 4%, Luc counter -1%, HTT aggregate 4%, IMPase Li cell -3%, Epigenetic reg -5.1%, NPSR antag 6% and L3MBTL1 inh 0%.
For Cc1cccc(-n2c(CNC(=O)COc3ccccc3)nnc2SCC(=O)Nc2nccs2)c1 the results were CBFb RUNX1 block -1%, Luc counter -5%, HTT aggregate 10%, IMPase Li cell -20%[38.3 µM], Epigenetic reg 9.2%, NPSR antag -29%[46.1 µM] and L3MBTL1 inh 3%.
`O=C(COc1ccccc1)NCC(=O)Nc1cccc2ccccc12` gave CBFb RUNX1 block -2%, Luc counter 3%, HTT aggregate 0%, IMPase Li cell -5%, Epigenetic reg 2.0%, NPSR antag 12% and L3MBTL1 inh -1%.
`COCCNCCCOc1ccc(Br)cc1Cl` gave CBFb RUNX1 block 7%, Luc counter -3%, HTT aggregate 9%, IMPase Li cell 0%, Epigenetic reg 0.0%, NPSR antag 4% and L3MBTL1 inh 3%.
Screening N/C(=N\OC(=O)c1ccco1)c1ccc(Br)cc1 returned CBFb RUNX1 block 5%, Luc counter -14%, HTT aggregate 4%, IMPase Li cell -14%[38.3 µM], Epigenetic reg -0.8%, NPSR antag -1%[46.1 µM] and L3MBTL1 inh 11%.
For CCCCC/C=N\NC(=O)Cc1ccc([N+](=O)[O-])cc1 the results were CBFb RUNX1 block -4%, Luc counter 2%, HTT aggregate -15%, IMPase Li cell 1%, Epigenetic reg 4.2%, NPSR antag 6% and L3MBTL1 inh 7%.
`O=C(O)C1CCC1C(=O)Nc1nc(-c2ccc(Cl)s2)cs1` (stereo unspecified) gave CBFb RUNX1 block 5%, HTT aggregate -2%[9.22 µM], Epigenetic reg 1.1%, NPSR antag -3% and L3MBTL1 inh 9%.
`Cc1oc(C(C)(C)C)cc1C(=O)Nc1ccc2c(c1)OCCO2` gave CBFb RUNX1 block -10%, Luc counter 1%, HTT aggregate inconclusive, IMPase Li cell -4%[38.3 µM], Epigenetic reg -0.7% and NPSR antag -15%[46.1 µM].
COCCn1c(SCC(=O)NC(=O)NC(C)C)nc2ccccc21 was read as CBFb RUNX1 block 1%, HTT aggregate 2%, Epigenetic reg -1.0%, NPSR antag -16%[46.1 µM] and L3MBTL1 inh 1%.
O=C(c1ccco1)N1CCN(C(c2cccs2)c2nnnn2C2CCCC2)CC1 (stereo unspecified) was read as CBFb RUNX1 block 11%, Luc counter -2%, HTT aggregate 1%, IMPase Li cell 9%, Epigenetic reg 0.9%, NPSR antag -10%[46.1 µM] and L3MBTL1 inh 1%.
`N#CCSc1nnc(Cc2cccs2)n1C1CCCCC1` gave CBFb RUNX1 block 0%, Luc counter -1%, HTT aggregate -6%, IMPase Li cell -5%[38.3 µM], Epigenetic reg -1.1%, NPSR antag -7%[46.1 µM] and L3MBTL1 inh 3%.
Screening CCOc1ncccc1C(=O)N1CCN(c2cccc(C)c2C)CC1 returned CBFb RUNX1 block -13%, Luc counter 5%, HTT aggregate 18%, IMPase Li cell 1%, Epigenetic reg 6.8%, NPSR antag 10% and L3MBTL1 inh 23%.
Screening CCn1c(CNc2ccc(C(=O)O)cc2)nc2ccccc21 returned CBFb RUNX1 block -4%, Luc counter -4%, HTT aggregate -10%, IMPase Li cell -5%[38.3 µM], Epigenetic reg 0.7% and NPSR antag -10%[46.1 µM].
Screening COC(=O)c1ccc(S(=O)(=O)NNC(=O)c2ccc(S(=O)(=O)N3CCCCC3)cc2)cc1 returned CBFb RUNX1 block -6%, Luc counter 0%, HTT aggregate -1%, IMPase Li cell 4%, Epigenetic reg -2.0%, NPSR antag 2% and L3MBTL1 inh 5%.
`Cc1cccc(NC(=O)Cn2c(=O)n(Cc3ccco3)c(=N)c3c4c(sc32)COC(C)(C)C4)c1` gave CBFb RUNX1 block -8%, Luc counter -1%, HTT aggregate 10%, IMPase Li cell 14%[38.3 µM], Epigenetic reg -3.1%, NPSR antag 0%[46.1 µM] and L3MBTL1 inh -9%.
Screening N#CCCN(Cc1cccnc1)C(=S)NC(=O)c1ccc(S(=O)(=O)N2CCCC2)cc1 returned CBFb RUNX1 block 4%, Luc counter 5%, HTT aggregate 26%, IMPase Li cell 12%, Epigenetic reg 3.5%, NPSR antag 1% and L3MBTL1 inh -1%.
For CCN(CC)CCn1c(-c2ccccc2)nc2c(NCCO)nc(C)nc21 the results were CBFb RUNX1 block 3%, Luc counter -5%, IMPase Li cell -4% and Epigenetic reg -2.1%.
For COc1ccc(CN(C(=O)c2cc(=O)c3cc(C)cc(C)c3o2)C2CCS(=O)(=O)C2)cc1 (stereo unspecified) the results were CBFb RUNX1 block -1%, HTT aggregate -1%[9.22 µM], Epigenetic reg -2.7%, NPSR antag 7%[7.67 µM] and L3MBTL1 inh 10%.
Cc1ccc(NC(=O)CCSc2nnc3ccccn23)cc1 was read as CBFb RUNX1 block 2%, Luc counter -2%, HTT aggregate -15%, IMPase Li cell inconclusive, Epigenetic reg 0.0%, NPSR antag -5%[46.1 µM] and L3MBTL1 inh -4%.
For CCC(=O)Nc1ccc(Cl)c(NC(=O)C(C)C)c1 the results were CBFb RUNX1 block 1%, Luc counter -4%, HTT aggregate -19%, IMPase Li cell 0%, Epigenetic reg 0.0%, NPSR antag -4%[46.1 µM] and L3MBTL1 inh 10%.
Screening O=C(c1cnn2c(C(F)F)cc(-c3ccccc3)nc12)N1CCN2CCCC2C1 (stereo unspecified) returned CBFb RUNX1 block -2%, Luc counter 2%, HTT aggregate -10%, IMPase Li cell 22%[38.3 µM], Epigenetic reg 1.1% and NPSR antag -6%[46.1 µM].
Screening Cc1ccc(NC(=O)Cc2ccc3c(c2)OCCO3)cc1S(=O)(=O)N1CCCCC1 returned CBFb RUNX1 block 9%, HTT aggregate 12%[9.22 µM], Epigenetic reg -5.9% and NPSR antag -33%.
For CCCNC(=S)NCCN1CCCCC1 the results were CBFb RUNX1 block 10%, Luc counter -2%, HTT aggregate 1%, IMPase Li cell 9%, Epigenetic reg -1.2%, NPSR antag -6%[46.1 µM] and L3MBTL1 inh 3%.
For S=C(NCc1ccc(Cl)cc1)N1CCN(c2ccccn2)CC1 the results were CBFb RUNX1 block 6%, Luc counter 1%, HTT aggregate 4%, IMPase Li cell 2%, Epigenetic reg -1.8%, NPSR antag -9% and L3MBTL1 inh 6%.
For Cc1ccc(OCCOCCNC(C)C)c(Br)c1 the results were CBFb RUNX1 block 5%, Luc counter -1%, HTT aggregate 5%, IMPase Li cell 11%[38.3 µM], Epigenetic reg -1.2%, NPSR antag -2%[46.1 µM] and L3MBTL1 inh 7%.
For O=C(NC(=S)NNS(=O)(=O)c1ccccc1)c1ccc([N+](=O)[O-])cc1 the results were CBFb RUNX1 block -2%, Luc counter 1%, HTT aggregate -6%, IMPase Li cell -2%, Epigenetic reg 0.0%, NPSR antag 5% and L3MBTL1 inh 4%.
`COCCCNC(=O)c1cc2c(s1)CS(=O)(=O)C2` gave CBFb RUNX1 block 1%, Luc counter 0%, HTT aggregate -1%[9.22 µM], IMPase Li cell -14%[38.3 µM], Epigenetic reg -7.9% and NPSR antag 10%[46.1 µM].

In the list so far, these have a cyano group.
For Cn1ncc(Cl)c1C(=O)NC(=S)Nc1sc2c(c1C#N)CCCCC2 the results were CBFb RUNX1 block -1%, Luc counter 0%, HTT aggregate 5%, IMPase Li cell -15%[38.3 µM], Epigenetic reg -1.1%, NPSR antag -6%[46.1 µM] and L3MBTL1 inh -6%.
`N#CCSc1nnc(Cc2cccs2)n1C1CCCCC1` gave CBFb RUNX1 block 0%, Luc counter -1%, HTT aggregate -6%, IMPase Li cell -5%[38.3 µM], Epigenetic reg -1.1%, NPSR antag -7%[46.1 µM] and L3MBTL1 inh 3%.
Screening N#CCCN(Cc1cccnc1)C(=S)NC(=O)c1ccc(S(=O)(=O)N2CCCC2)cc1 returned CBFb RUNX1 block 4%, Luc counter 5%, HTT aggregate 26%, IMPase Li cell 12%, Epigenetic reg 3.5%, NPSR antag 1% and L3MBTL1 inh -1%.
